proCasp7 act – activates human procaspase-7, counter-screen for procaspase-3 activators; recombinant procaspase-7, Ac-DEVD-pNA absorbance 405 nm; D23A/D198A/D206A triple mutant, cannot self-cleave; scale: DMSO 0, 5 µM enzyme 100; activation, % at 8.5 µM; 0.093% of 330,000 active; AID 463210;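 active means percent activation above the screen-wide mean plus 3 SD, cut at about 25% in these data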
Target sequence (P55210 whole entry D23A/D198A/D206A): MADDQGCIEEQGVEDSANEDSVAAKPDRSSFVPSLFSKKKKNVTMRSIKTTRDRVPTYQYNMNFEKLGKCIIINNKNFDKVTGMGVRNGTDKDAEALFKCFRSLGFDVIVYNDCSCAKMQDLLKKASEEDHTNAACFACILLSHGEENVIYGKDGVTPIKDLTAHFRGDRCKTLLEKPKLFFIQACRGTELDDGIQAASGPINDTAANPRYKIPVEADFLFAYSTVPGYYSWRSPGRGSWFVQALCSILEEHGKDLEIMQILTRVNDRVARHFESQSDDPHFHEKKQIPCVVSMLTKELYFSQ
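signal = Epi-absorbance of released pNA at 405 nm, two timepoints | assay system = Uncleavable procaspase-7 mutant enzyme | reagent = Ac-DEVD-pNA substrate, 400 µM as added | times = 1 h enzyme–compound preincubation and 2 h substrate reaction, both 25 °C | benchmarks = low DMSO alone, high DMSO plus 5 µM PC-7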
proCasp3 act – procaspase-3 (human) activation | recombinant procaspase-3 D3A, Ac-DEVD-pNA absorbance 405 nm | activation, % at 8.5 µM | AID 463141 | 0.11% of 330,000 active | P42574;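 active means activation above the mean of all tested compounds plus 3 SD, cut at about 21% in these data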;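 further: 0% = DMSO alone and 100% = DMSO wells spiked with extra 5 µM PC-3 D3A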
Target sequence (P42574 whole entry D9A/D28A/D175A): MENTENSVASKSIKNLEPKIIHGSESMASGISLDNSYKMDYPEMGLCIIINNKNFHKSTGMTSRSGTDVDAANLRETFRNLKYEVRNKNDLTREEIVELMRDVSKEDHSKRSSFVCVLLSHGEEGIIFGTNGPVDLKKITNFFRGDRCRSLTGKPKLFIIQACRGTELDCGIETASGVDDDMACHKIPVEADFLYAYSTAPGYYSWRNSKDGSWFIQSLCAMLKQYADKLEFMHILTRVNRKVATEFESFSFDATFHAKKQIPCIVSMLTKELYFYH
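System: Procaspase-3 D3A mutant. Medium: Zinc-free 300 mM NaCl, 50 mM HEPES, 0.01% Triton X-100. Schedule: 1 h preincubation plus 2 h reaction at 25 °C. Measured by: 405 nm absorbance of p-nitroaniline, reads at 0 and 120 min. Read-out: percent activation relative to control range.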
TPT1 inhibitor – blocks Candida albicans tRNA 2'-phosphotransferase | recombinant caTPT1, FP RNA substrate dephosphorylation | inhibition, % at 5 µM | 0.81% of 300,000 active;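 active means inhibition above the mean of all tested compounds plus 3 SD, set per screening campaign, cut at about 24% in these data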;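 further: plate controls were DMSO alone for no effect and ferristatin control at 100 nM for full effect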
PAFAH2 FP inh – PAFAH2 (human) inhibition; recombinant PAFAH2, FP-rhodamine activity probe, fluorescence polarization; inhibition, % at 3.39 µM; 0.99% of 340,000 active;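 active means inhibition above the mean over all tested compounds plus 3 SD, cut at about 30% in these data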;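 further: inhibitors block probe labeling of enzyme so polarization drops; 0% = enzyme with DMSO and 100% = wells lacking PAFAH2 protein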
HCV core dimer – HCV core protein dimerization inhibition. inhibition, % at 5 µM. AID 1899. 0.33% of 300,000 active. TR-FRET GST/Flag-core106 dimerization, 1536-well;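 active means inhibition above the mean of all tested compounds plus 3 SD, set per screening campaign, cut at about 45% in these data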
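assay system = GST-tagged and Flag-tagged HCV core protein residues 1-106 | controls = unlabelled core106 and no-GST-core106 wells | incubation = compound-protein-antibody incubation 4 h at 22.5 °C | probe or stimulus = Eu donor and XL665 acceptor anti-tag antibodies | read-out = % inhibition based on acceptor/donor emission ratio | signal = TR-FRET 671 and 617 nm emission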
AHR act – activates the human aryl hydrocarbon receptor; P35869; AHR-responsive luciferase reporter cells, luminescence; activation, % at 5 µM; 2.5% of 320,000 active; AID 2796; in the data active means activation above about 47%;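 further: 0% = vehicle wells and 100% = reference agonist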
PP1 counter – PP1-alpha (human) inhibition in PP5 counter-screen | purified PP1alpha, OMFP fluorescence | inhibition, % at 6.7 µM | 0.9% of 320,000 active | P62136;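 active means inhibition above the mean inhibition of all tested compounds plus 3 SD, computed separately for each screening campaign, cut at about 15% in these data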
PP5 primary – PP5 (human) phosphatase inhibition; 0.18% of 320,000 active; inhibition, % at 6.7 µM; purified PP5c, OMFP substrate fluorescence;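 active means inhibition above the campaign's mean inhibition across all tested compounds plus 3 SD, cut at about 9.5% in these data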;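 further: 0% = DMSO only and 100% = 100 µM cantharidin control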
Target sequence (P53041 whole entry, looked up): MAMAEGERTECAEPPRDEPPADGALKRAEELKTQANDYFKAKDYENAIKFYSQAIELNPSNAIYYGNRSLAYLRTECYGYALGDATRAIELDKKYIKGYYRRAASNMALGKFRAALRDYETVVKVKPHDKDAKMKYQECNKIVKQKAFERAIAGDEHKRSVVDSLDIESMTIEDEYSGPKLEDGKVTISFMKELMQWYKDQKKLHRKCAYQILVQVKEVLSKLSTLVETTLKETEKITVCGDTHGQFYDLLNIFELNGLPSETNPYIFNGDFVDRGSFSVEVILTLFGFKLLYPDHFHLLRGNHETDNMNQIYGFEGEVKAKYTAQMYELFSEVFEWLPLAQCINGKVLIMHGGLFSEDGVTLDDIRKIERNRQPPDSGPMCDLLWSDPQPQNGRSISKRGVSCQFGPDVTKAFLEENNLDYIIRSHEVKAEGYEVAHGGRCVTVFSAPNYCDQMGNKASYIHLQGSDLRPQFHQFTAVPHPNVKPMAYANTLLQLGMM
Fh CTSL1 inh – blocks F. hepatica cathepsin L1 in PFM18AAP counter-screen | inhibition, % at 5.96 µM | 0.49% of 300,000 active | AID 1906 | recombinant F. hepatica cathepsin L1, Z-Leu-Arg-MCA fluorescence;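 active means inhibition above the mean of all tested compounds plus 3 SD, set per screening campaign, cut at about 17% in these data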;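 further: 0% = plate median of test compound wells and 100% = 1 µM Z-Phe-Ala-diazomethylketone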
The depositor's hits bear a star; x = not tested or not shown. Compounds as they come; 5.6% or so of the library scored in one or more.

(1) COc1ccc(/C=C2\SC(=O)N(CCNC(=O)Cc3coc4cc(C)ccc34)C2=O)cc1OC
(2) CC(C)CNC(=O)COC(=O)c1cc(S(=O)(=O)N(C)C)ccc1N1CCCC1
(3) CCCCn1c(N)c(N(CC(C)C)C(=O)Cn2c(=O)cnc3ccccc32)c(=O)[nH]c1=O
(4) COc1ccccc1N1CC(C(=O)Nc2nc(C)cs2)CC1=O (configuration not stated)
(5) Cc1nn(C)cc1C1Nc2ccccc2C(=O)N1O (configuration not stated)
(6) CCn1c(SCC(=O)N2CC(=O)Nc3ccccc32)nnc1-c1ccoc1C

assay / entry	1	2	3	4	5	6
proCasp7 act	-1.9	3.0	9.4	-8.7	3.9	-6.8
proCasp3 act	-7.0	-2.0	-0.2	-4.0	-3.0	5.2
TPT1 inhibitor	-2.0	-4.7	-0.5	x	0.4	1.1
PAFAH2 FP inh	-1.8	-2.3	-2.3	11.9	-3.6	1.4
HCV core dimer	37.2	0.1	0.1	x	-0.3	1.8
AHR act	13.5	-1.2	-1.8	15.4	8.6	7.0
PP1 counter	1.6	-3.5	-5.5	0.8	1.7	-2.8
PP5 primary	2.9	1.2	-2.2	3.6	1.2	2.7
Fh CTSL1 inh	2.4	0.1	4.1	x	0.5	-0.1

(7) COC(=O)[C@@]12CCCCN1[C@H](c1ccc(-c3ccc(C(C)=O)cc3)cc1)[C@H]1C(=O)N(C)C(=O)[C@H]12
(8) COc1cccc2c1-c1c(C(=O)O)cccc1C2=O
(9) CN1N=C2c3ccccc3CCCC2C1c1ccc(F)cc1 (configuration not stated)
(10) COC(=O)c1ccc(CN2C(=O)C(C)N(C(=O)c3c(F)cccc3F)c3ccccc32)cc1 (configuration not stated)
(11) O=C(COc1ccc(C(=S)N2CCOCC2)cc1)N1CCOCC1
(12) NC(=O)CSc1nc(-c2ccccc2Cl)ns1

assay / entry	7	8	9	10	11	12
proCasp7 act	3.1	-1.1	-1.1	-1.6	1.1	11.7
proCasp3 act	5.3	6.8	-0.4	-4.2	6.4	6.1
TPT1 inhibitor	0.0	-4.7	-0.5	2.9	-2.0	0.5
PAFAH2 FP inh	2.5	-1.6	-5.4	-1.5	-2.9	-0.7
HCV core dimer	19.1	-12.4	-1.8	8.4	-1.6	-1.7
AHR act	-1.2	0.5	49.4*	0.6	1.2	13.7
PP1 counter	-6.7	0.8	-3.3	1.0	-2.2	7.1
PP5 primary	1.0	0.1	0.3	0.0	0.7	-0.2
Fh CTSL1 inh	-2.4	4.6	4.4	3.3	-3.5	0.7

(13) CC(=O)N1CCN(S(=O)(=O)c2ccc(S(=O)(=O)NC3CCCCC3)cc2)CC1
(14) Nc1oc2ccccc2c1C(=O)Cc1ccccc1O[C@@H]1O[C@H](CO)[C@@H](O)[C@H](O)[C@H]1O
(15) Cc1cc(C)c(S(=O)(=O)N2CCCOC2CNC(=O)C(=O)NCCc2c[nH]c3ccccc23)c(C)c1 (configuration not stated)
(16) CCc1nnc(NS(=O)(=O)c2ccc(NC(=S)NC(=O)/C=C/c3ccc(F)cc3)cc2)s1
(17) NS(=O)(=O)c1cccc(NC(=O)COC(=O)CCc2ccccc2)c1
(18) COc1ccc(/C=C/C(=O)NCCCN2CCCC2)cc1

assay / entry	13	14	15	16	17	18
proCasp7 act	0.9	-11.6	6.1	1.2	-0.9	-2.3
proCasp3 act	-2.7	14.2	5.3	-4.4	-6.5	-7.8
TPT1 inhibitor	-0.8	-3.5	0.8	-3.6	-1.3	-1.5
PAFAH2 FP inh	6.9	5.9	1.9	-7.6	-2.0	-2.7
HCV core dimer	7.9	0.4	4.4	24.2	-18.3	-5.1
AHR act	-0.1	-0.8	8.1	-3.3	-0.8	0.4
PP1 counter	-2.9	-3.4	2.5	19.6*	0.5	0.3
PP5 primary	-0.5	1.2	2.5	3.1	0.8	-0.9
Fh CTSL1 inh	-1.7	0.3	3.9	-0.1	-5.8	-1.2

An excerpt from above in order of molar mass, smallest number first:
(12) NC(=O)CSc1nc(-c2ccccc2Cl)ns1
(18) COc1ccc(/C=C/C(=O)NCCCN2CCCC2)cc1
(9) CN1N=C2c3ccccc3CCCC2C1c1ccc(F)cc1 (configuration not stated)
(11) O=C(COc1ccc(C(=S)N2CCOCC2)cc1)N1CCOCC1
(17) NS(=O)(=O)c1cccc(NC(=O)COC(=O)CCc2ccccc2)c1
(14) Nc1oc2ccccc2c1C(=O)Cc1ccccc1O[C@@H]1O[C@H](CO)[C@@H](O)[C@H](O)[C@H]1O
(13) CC(=O)N1CCN(S(=O)(=O)c2ccc(S(=O)(=O)NC3CCCCC3)cc2)CC1
(10) COC(=O)c1ccc(CN2C(=O)C(C)N(C(=O)c3c(F)cccc3F)c3ccccc32)cc1 (configuration not stated)

assay / entry	12	18	9	11	17	14	13	10
proCasp7 act	11.7	-2.3	-1.1	1.1	-0.9	-11.6	0.9	-1.6
proCasp3 act	6.1	-7.8	-0.4	6.4	-6.5	14.2	-2.7	-4.2
TPT1 inhibitor	0.5	-1.5	-0.5	-2.0	-1.3	-3.5	-0.8	2.9
PAFAH2 FP inh	-0.7	-2.7	-5.4	-2.9	-2.0	5.9	6.9	-1.5
HCV core dimer	-1.7	-5.1	-1.8	-1.6	-18.3	0.4	7.9	8.4
AHR act	13.7	0.4	49.4*	1.2	-0.8	-0.8	-0.1	0.6
PP1 counter	7.1	0.3	-3.3	-2.2	0.5	-3.4	-2.9	1.0
PP5 primary	-0.2	-0.9	0.3	0.7	0.8	1.2	-0.5	0.0
Fh CTSL1 inh	0.7	-1.2	4.4	-3.5	-5.8	0.3	-1.7	3.3

(list continues)
(19) CCc1cccc2c(C=C(C#N)C#N)cn(CC(=O)N3CCCCCC3)c12
(20) N#CC1(NC(=O)COc2ccc(S(=O)(=O)N3CCCC3)cc2[N+](=O)[O-])CCCCC1
(21) O=c1c2c3c(sc2ncn1/N=C/c1ccc([N+](=O)[O-])o1)CCCC3
(22) CC(C)N(Cc1ccccc1)C(=O)CN1C(=O)COc2ccc(S(=O)(=O)NC3CCCC3)cc21
(23) CCCCn1nc(C(=O)Nc2cc(S(=O)(=O)N(C)C)ccc2C)c2ccccc2c1=O
(24) CCCCNC(=O)c1cc2c(C)cc(C)cc2[nH]1

assay / entry	19	20	21	22	23	24
proCasp7 act	1.8	-4.1	1.8	12.1	-5.1	2.3
proCasp3 act	2.5	5.8	2.9	2.8	-4.1	-4.0
TPT1 inhibitor	-3.9	1.0	-2.5	-0.8	1.7	0.0
PAFAH2 FP inh	6.5	-4.6	-8.3	-3.0	3.3	0.4
HCV core dimer	-6.5	-4.5	0.6	4.2	-1.1	2.3
AHR act	-0.5	-0.5	1.8	1.0	3.1	55.3*
PP1 counter	-1.7	-2.1	0.2	6.7	-1.7	-3.5
PP5 primary	4.2	3.3	0.5	1.2	0.8	1.7
Fh CTSL1 inh	1.6	0.1	-0.6	-3.5	10.7	1.8

(25) CC(C)n1cc(CN2CCN(C)C(CCO)C2)c2ccccc21 (configuration not stated)
(26) COc1ccc(-c2cc(=O)oc3cc(OC(=O)C4CCCCC4)ccc23)cc1
(27) Cc1ccc(CNC(=O)C2CC(=O)N(C3CCCCCC3)C2)cc1 (configuration not stated)
(28) Cc1ccc(S(=O)(=O)N2CCOCC2)cc1NC(=O)CSc1nnc(NC2CC2)s1
(29) O=C(COC(=O)c1cc[n+]([O-])cc1)Nc1ccc(Cl)c(C(F)(F)F)c1
(30) COc1ccc(N2CCN(S(=O)(=O)c3cccc4cccnc34)CC2)cc1

assay / entry	25	26	27	28	29	30
proCasp7 act	2.4	1.1	9.8	-6.6	-7.5	8.4
proCasp3 act	7.4	6.1	1.3	2.6	6.8	-1.5
TPT1 inhibitor	-0.8	0.8	-0.6	x	x	-3.1
PAFAH2 FP inh	2.0	-9.6	-9.8	-1.6	-4.1	3.7
HCV core dimer	-7.6	20.8	-1.8	x	x	-2.1
AHR act	3.2	7.2	-0.5	1.4	0.4	5.8
PP1 counter	-9.2	-0.7	-3.2	-5.6	x	-2.8
PP5 primary	-7.2	2.1	0.9	3.5	x	5.2
Fh CTSL1 inh	1.6	-1.5	-0.2	x	x	7.1

(31) COC(=O)c1ccc(C)c(NC(=O)CSc2nc3[nH]c(=O)cc(O)c3s2)c1
(32) CN1C(=O)[C@H]2[C@@H](C3CC3)N3C(=O)CN(Cc4ccc(-c5ccccc5)cc4)C(=O)[C@@]3(C)[C@H]2C1=O
(33) O=C(Cn1c(=O)oc2cc(S(=O)(=O)N3CCc4ccccc43)ccc21)N1CCCCC1
(34) Cc1c(N=NC2=C(O)CCCC2=O)c(=O)n(-c2ccccc2)n1C
(35) COC(=O)c1ccc(C23CC4(C2)[C@H](CN(CC2CCCCC2)[C@@H]4c2ccccc2)C3c2ccc(C(F)(F)F)cc2)cc1 (some centres not stated)
(36) O=C(Nc1cccc(Br)c1)c1ccc2nc(N3C(=O)CCC3=O)sc2c1

assay / entry	31	32	33	34	35	36
proCasp7 act	-34.5	4.8	-0.3	-8.0	-8.5	0.8
proCasp3 act	-11.2	1.8	-1.6	2.1	0.0	0.3
TPT1 inhibitor	x	-0.1	-3.9	-1.2	-2.8	-1.0
PAFAH2 FP inh	6.3	7.4	-0.6	9.2	x	-35.4
HCV core dimer	x	4.3	3.0	-3.5	-2.5	6.8
AHR act	-0.3	0.8	4.4	51.4*	4.1	22.3
PP1 counter	1.7	-0.4	-5.2	0.8	-2.7	3.5
PP5 primary	-0.4	0.0	-0.7	-0.2	-0.4	-0.7
Fh CTSL1 inh	x	-1.0	1.9	5.9	2.9	3.7

(37) O=c1[nH]c(C2CCN(S(=O)(=O)c3ccccc3)CC2)nc2c1nnn2Cc1ccc2c(c1)OCCO2
(38) O=C(Nc1cccc(F)c1)NC1CCCCC1
(39) CNC(=S)N(Cc1ccc(Cl)cc1)Cc1cccs1
(40) CN(C)CCCNc1c2ccccc2nc2ccccc12
(41) N/C(=N\O)c1ccc([N+](=O)[O-])s1
(42) CN(Cc1cccnc1)C(=O)c1cc(COc2ccc3ncccc3c2)on1
(43) CC(C)C[C@H](NC(=O)OC(C)(C)C)C(=O)N/N=C/c1ccc2nccnc2c1
(44) CN1CCN(CC#CCC(O)(c2ccccc2)C2CCCC2)CC1 (configuration not stated)
(45) Cc1nn(C)c(C)c1S(=O)(=O)N(CC(=O)NCCCOC(C)C)c1ccc(C(C)C)cc1

assay / entry	37	38	39	40	41	42	43	44	45
proCasp7 act	-3.2	12.6	13.2	-8.7	8.5	4.0	8.8	0.7	-1.4
proCasp3 act	9.9	5.3	5.0	-9.2	-3.7	2.2	9.1	3.4	0.1
TPT1 inhibitor	-3.5	-1.5	-1.6	1.5	-3.5	0.6	0.1	-2.5	-2.1
PAFAH2 FP inh	-8.1	-3.9	6.0	-2.0	-1.8	-6.8	-4.4	4.2	5.7
HCV core dimer	25.2	-2.0	-4.9	-6.9	-6.2	-2.2	-3.8	0.8	0.1
AHR act	-0.4	10.2	-3.0	7.8	0.4	-2.3	1.2	1.9	1.5
PP1 counter	6.4	-2.3	1.4	2.5	-3.1	-4.6	-0.7	0.2	1.5
PP5 primary	2.9	1.5	1.8	-0.2	-0.4	0.2	-0.5	2.7	-0.1
Fh CTSL1 inh	-3.7	0.7	1.4	-4.4	1.4	-1.9	4.1	0.6	-1.9

From PubChem
